AMA1-RON2 inh – qHTS for Inhibitors of AMA1-RON; Towards Development of Antimalarial Drug Lead: Primary Screen; Potency, µM (highest dose often 58.2 µM), for the others: at the top dose activity change, negative = inhibition, usual class: inhibitors; Plasmodium falciparum AMA1 (3D7) - RON2 peptide interaction; 360,000 compounds, 0.2% hits; AlphaScreen AMA1-biotinylated RON2 peptide binding;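 also: potency is read from the fitted curve at half-maximal effect; 0% = vehicle wells and -100% = peptide control; nearly all actives have a fitted effect of over 45% in size; some results filed as inactive show a strong effect at the top dose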
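AMA1 (3D7) with his tag at 25 nM final met compounds first, then biotinylated RON2 peptide at 25 nM; detection used donor plus acceptor beads, 10 µg/mL apiece, read by AlphaScreen after 30 min at room temperature.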
CHX counter – Cycloheximide Counterscreen for Small Molecule Inhibitors of Shiga Toxin; cell reporter, cycloheximide protein synthesis inhibition counterscreen; max response, %; 300,000 compounds, 12% hits; in the data active = max response mostly above about 13%, no sharp cut-off; inactive = mostly below about 14%; also: read at 38.3 µM for the half of the compounds with a filed dose; 0% is about no effect
Shiga toxin inh – A qHTS for Small Molecule Inhibitors of Shiga Toxin; 290,000 compounds, 9.2% hits; AID 2315, 2010; inhibition, % at 38.7 µM; Vero cells, Shiga toxin protein synthesis inhibition reporter; in the data active = inhibition mostly above about 28%, no sharp cut-off; inactive = mostly below about 43%; also: 0% is about no effect
AmpC inh detg – qHTS Inhibitors of AmpC Beta-Lactamase (assay with detergent); 370,000 compounds, 0.041% hits; AmpC hydrolysis of nitrocefin, absorbance 480 nm, 0.01% Triton; AID 485294, 2010; P00811; Potency, µM (series often up to 114 µM), without a hit: top-dose activity change, negative = inhibition, usual class: inhibitors;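 also: potency is read from the fitted curve at half-maximal effect; 0% = no-compound wells and -100% = no-enzyme wells; nearly all actives have a fitted effect of over 25% in size; some results filed as inactive show a strong effect at the top dose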
Target sequence (P00811 whole entry, looked up): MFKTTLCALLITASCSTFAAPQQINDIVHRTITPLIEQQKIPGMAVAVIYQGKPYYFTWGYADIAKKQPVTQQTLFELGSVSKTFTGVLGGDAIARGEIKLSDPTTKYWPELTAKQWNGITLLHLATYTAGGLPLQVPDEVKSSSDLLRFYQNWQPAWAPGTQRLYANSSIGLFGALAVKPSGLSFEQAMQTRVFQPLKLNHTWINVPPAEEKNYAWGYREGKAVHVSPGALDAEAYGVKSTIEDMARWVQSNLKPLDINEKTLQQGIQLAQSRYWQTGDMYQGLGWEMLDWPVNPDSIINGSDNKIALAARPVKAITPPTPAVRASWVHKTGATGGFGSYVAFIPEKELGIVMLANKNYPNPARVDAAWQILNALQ
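AmpC (5.3 nM in the dispensed reagent) in 20 mM phosphate pH 7.0 with 0.01% (detergent screen) or 0.0001% Triton X-100 was preincubated with compounds for 15 min at room temperature. Nitrocefin was then added from an 800 uM solution, and hydrolysis was followed at 480 nm.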
HCMV inh – qHTS Assay for inhibitors of the human cytomegalovirus (HCMV) | HFF cells, HCMV-luciferase reporter, 72 h; hits give low values | 410,000 compounds, 4.5% hits | activity change, negative = inhibition, % at 57.5 µM | AID 1259415, 2018; in the data active = activity change below about -60%; inconclusive = no clear call, values can overlap the other calls; inactive = above about -39%; also: % is scaled to controls: 0 for no effect and ±100 for the full control effect
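Screen run at 2 compound doses on HFFs infected with reporter HCMV, MOI 1 PFU/cell. Luciferase activity from cell lysates at 72 h post infection gave inhibition relative to buffer-only and Salinomycin wells.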
AmpC no deterg – qHTS Inhibitors of AmpC Beta-Lactamase (assay without detergent); 330,000 compounds, 0.52% hits; AmpC nitrocefin hydrolysis, absorbance 480 nm, 0.0001% Triton; Potency, µM (top dose mostly 57.1 µM), without a hit: top-dose activity change, negative = inhibition, actives largely listed as inhibitors; P00811; AID 485341, 2010;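 also: potency is read from the fitted curve at half-maximal effect; plate controls were no compound for no effect and no enzyme for full effect; nearly all actives have a fitted effect of over 20% in size; some results filed as inactive show a strong effect at the top dose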
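AmpC (5.3 nM in the dispensed reagent) in 20 mM phosphate pH 7.0 with 0.01% (detergent screen) or 0.0001% Triton X-100 was preincubated with compounds for 15 min at room temperature. Nitrocefin was then added from an 800 uM solution, and hydrolysis was followed at 480 nm.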
Giardia FBPA inh – qHTS Assay for Inhibitors of Fructose-1,6-bisphosphate Aldolase from Giardia Lamblia; Potency, µM (doses to about 59.6 µM), without a hit: at the highest dose activity, negative = inhibition, hits mostly inhibitors; purified Giardia FBPA; 290,000 compounds, 0.71% hits; A8B2U2; also: potency is read from the fitted curve at half-maximal effect; % is scaled to controls: 0 for no effect and ±100 for the full control effect; nearly all actives have a fitted effect of over 55% in size
Target sequence (A8B2U2 whole entry, looked up): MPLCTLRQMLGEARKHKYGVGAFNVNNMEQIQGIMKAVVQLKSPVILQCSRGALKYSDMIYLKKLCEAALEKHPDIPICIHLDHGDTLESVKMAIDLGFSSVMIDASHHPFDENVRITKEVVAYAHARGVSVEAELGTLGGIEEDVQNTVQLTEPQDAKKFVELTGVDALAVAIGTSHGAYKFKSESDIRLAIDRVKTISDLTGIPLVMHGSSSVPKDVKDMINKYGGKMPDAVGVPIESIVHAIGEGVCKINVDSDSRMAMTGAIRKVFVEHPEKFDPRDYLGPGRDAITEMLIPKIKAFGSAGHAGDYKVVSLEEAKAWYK
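40 nM FBPA preincubated 10 min at RT with compound (up to 57.5 uM final), then substrate plus GAPDH/TPI/NAD/arsenate coupling and diaphorase/resazurin added. Fluorescence read after 20 min at RT, 525/598 nm.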
* hit, by the source's call; ? = inconclusive; . = no result given; & = joins results of further samples; [ ] = dose if it differs, or a comment. Unless noted, calls follow the shape of the dose curve; as a rule, active = well fitted curve in the direction sought with a large enough effect; inconclusive = small, poorly fitted or top-dose-only effect, or another doubt; inactive = no such curve, though single readings can be large; an effect the other way counts as inactive or inconclusive. No enrichment for hits, and some 16% of all compounds hit somewhere here.

SMILES | AMA1-RON2 inh | CHX counter | Shiga toxin inh | AmpC inh detg | HCMV inh | AmpC no deterg | Giardia FBPA inh
O=C(c1ccc(CS(=O)(=O)c2c(Cl)cccc2Cl)o1)N1CCN(c2ccccn2)CC1 | -14% | 6 | 36 | 5% | -66* | 57% | -6%
N=C1c2ccccc2CN1NC(=O)c1cccc(S(=O)(=O)N2CCCC2)c1 | 4% | 0 | -16 | 2% | 20 | -18% | -3%
Cc1ccc(NC(=S)N/N=C/c2ccc(OCCC(C)C)cc2)c(C)c1 | 12% | 1 | 35 | 11% | 84 | -26% | 2%
COc1ccc(Nc2ncnc3c2oc2ccccc23)cc1 | 0% | 56* | 124* | -9% | 85 | -17% | -6%
COc1cccc(OCC(=O)O/N=C(\N)c2ccc(OC)c(OC)c2)c1 | 0% | 9 | 1 | -1% | 45 | 107%[activator] | 1%
Cc1ccc(NC(=O)c2cc3ccccc3cc2O)cc1 | 2% | 40* | 79* | 1% | -1 | -42% | -1%
COC(=O)c1ccc(C(=O)OC)c(NC(=S)N2CCN(c3cccc(Cl)c3)CC2)c1 | -25% | 2 | -15 | -4% | -25 | -13% | -4%
CCOc1cc(C=O)ccc1OCC(=O)N1CCCC1 | 1% | -3 | 6 | 0% | 17 | -18% | -2%
C=CCNC(=O)CSc1nnc(C(CC)N(C)C)n1C1CCCCC1 (stereo not given) | 12% | 7 | -4 | -9% | 0 | 67%[activator] | 7%
CCOC(=O)C1(Cc2cccc(OC)c2)CCN(CC(O)CO)CC1 (stereo not given) | -4% | 1 | 16 | 0% | -26 | -17% | 4%
CCOc1ccc(N(CC(=O)Nc2ccccc2C(=O)NC(C)CC)S(C)(=O)=O)cc1 (stereo not given) | -12% | -1 | 0 | -12% | ? | 1% | 9%
O=C(c1cc2c(s1)-c1ccccc1OC2)N1CCCC1 | 22% | 11 | 27 | ? | 43 | 16% | -7%
COc1ccc(OC)c(C2Nc3nc4ccccc4n3C(C)=C2C(=O)Nc2ccc(C)cc2C)c1 (stereo not given) | 1% | 17 | -22 | -3% | ? | 19% | -10%
COc1ccc(OC)c(/C(O)=C/C(=O)C(=O)Nc2cc(C)cc(C)c2)c1 | 28% | -1 | -9 | -1% | 13 | -23% | -20%
O=C(NCC1COCCO1)c1cc(COc2ccc(F)cc2F)on1 (stereo not given) | -5% | 10 | 20 | 2% | . | 25% | .
CCCn1c(SCC(=O)N2CCN(CC)CC2)nc2c1c(=O)n(C)c(=O)n2C | -7% | -2 | 1 | -5% | 3 | -4% | .
CCN(CC(=O)Nc1ccc(C)c(F)c1)CC(=O)NC(C)(C)C | 2% | -3 | -16 | 4% | 7 | 47% | -6%
Cc1cccc(OCc2nnc(SCC(=O)N3CC(=O)Nc4ccccc43)o2)c1 | 18% | 2 | -14 | 2% | 20 | -13% | 0%
O=C(Cc1ccccc1)Nc1ccc2c(c1)OC1(CCCC1)O2 | -28% | . | . | -7% | 15 | -26% | .
C/C(=C/c1ccccc1)C(=O)N1CCN(c2ccccc2)CC1 | 0% | 20 | 19 | 0% | -16 | 89%[activator] | 4%
COc1ccc(CCNC(=O)C2CCN(C(=O)c3ccc([N+](=O)[O-])cc3)CC2)cc1 | -14% | -4 | -3 | ? | -12 | -13%[2.29 µM] | 0%
CCCc1cc(=O)[nH]c(SCC(=O)Nc2sc3c(c2C#N)CCCC3)n1 | -16% | -1 | -3 | -5% | 51 | -32% | .
O=C(NCC1CCCO1)C1CCCN1C(=O)NC1CCCCC1 (stereo not given) | 5% | 0 | -31 | ? | -7 | -25% | -3%
Cc1cc(C)c2nc(SCCc3ccccc3)nc(C)c2c1 | 22% | -4 | -16 | ? | -17 | -7% | -3%
Cc1cc(NC(=O)c2cccc(S(=O)(=O)N3CC(c4ccccc4)CC3=O)c2)no1 (stereo not given) | 0% | -2 | -3 | ? | 2 | ? | -1%
Cn1c(Cn2c(=O)sc3ccccc32)nnc1SCC(=O)NCc1ccccc1 | -11% | -2 | 26 | 3% | 16 | -14% | -2%
COc1ccc(N2CCN(C(=O)C3CCCN(S(=O)(=O)c4ccc5c(c4)oc(=O)n5C)C3)CC2)cc1 (stereo not given) | 2% | 14 | -1 | 4%&3% | -11&-10 | -3% | .
COc1ccc2c(C)c(Cl)c(=O)oc2c1 | -12% | -2 | 2 | -15% | 5 | -8% | -5%
COc1ccc(-c2nc(N)ncc2-c2ccc(Cl)cc2)c(O)c1 | -10% | -2 | 9 | -4% | ? | -7% | 4%
Cc1cccc(NC(=S)NCC(c2cccnc2)N2CCOCC2)c1 (stereo not given) | 20%[2.32 µM] | 1 | -16 | ? | -9 | -4% | 2%
COc1ccc(S(=O)(=O)Nc2cccc(SC)c2)cc1C(=O)N1CCOCC1 | -5% | -6 | -14 | ? | 4 | -10% | -1%
O=C1c2ccccc2C(=O)c2c(Nc3ccc(CCO)cc3)ccc(O)c21 | 8.9µM* | 9 | -6 | -7% | 59 | 5% | -15%
CC(=O)Nc1ccc(NC2=CC(=O)c3ccccc3C2=O)cc1 | -30% | 55* | 111* | 4% | 38 | -14% | -27%
CCN(CC)S(=O)(=O)c1ccc(/C=C/C(=O)OCC(=O)N(C)C)cc1 | -1% | -1 | -5 | ? | -14 | -9% | 5%
c1ccc(-c2nc3ccccc3[nH]2)nc1 | 27% | 72* | 117* | -21% | 5 | 12% | 2%
COc1cc(Cl)c(C)cc1NCC(=O)Nc1cccc(S(=O)(=O)N2CCCC2)c1 | -6% | . | . | -18% | 13 | -44% | .
CCc1ccc(C2CC(c3cccc(Cl)c3)n3nc(N)nc3N2)cc1 (stereo not given) | 18% | -5 | -6 | ? | ? | -11% | -9%
CC(=O)c1cccc(S(=O)(=O)Nc2ccccc2N2CCOCC2)c1 | -12% | . | . | . | -39 | -2% | .
C[C@@H]1CN([C@@H](C)CO)C(=O)Cc2cc(NC(=O)Nc3cccc4ccccc34)ccc2O[C@@H]1CN(C)S(C)(=O)=O | -9% | . | . | . | 5 | 153%[activator] | .
CC(C)c1ccc(-n2c(O)c(/C=N/NC(=O)c3ccncc3)c(=O)[nH]c2=O)cc1 | 19% | -3 | -4 | 2% | 17 | -36% | -19%
O=C(NCCN1CCN(C(=O)C(c2ccccc2)c2ccccc2)CC1)C(=O)Nc1ccccc1 | -12% | 5 | -1 | 5% | 14 | 10% | 1%
CCOC(=O)C1CCCN(CCC(=O)Nc2cccc(Cl)c2C)C1 (stereo not given) | -24% | -1 | -6 | -11% | 41 | -1% | ?
CN1Cc2ccccc2CC1CNCc1c(C(=O)N2CCCC2)nc2ccccn12 (stereo not given) | 9% | -2 | -7 | 10% | 2 | 138%[activator] | 2%
COc1ccc(/C=C(/NC(=O)c2cccs2)C(=O)Nc2ccc(C)cc2)cc1OC | 4% | -4 | -11 | ? | -12 | 128%[activator] | 1%
CC(=O)c1c(C)[nH]c(C(=O)OCCCCN2C(=O)c3ccccc3C2=O)c1C | 5% | 7 | -21 | ? | . | -26% | -6%
CC(C)(C)N=Cc1c(O)ccc2oc3c(c12)CCCC3 | 0% | -1 | -6 | -2% | 5 | -16% | 3%
CCCNC(=O)c1cccc(S(=O)(=O)N2CC3(C)CC2CC(C)(C)C3)c1 (stereo not given) | 6% | . | . | ? | ? | 7% | .
CN(C)CCCn1c(N)c(C#N)c2nc(C#N)c(C#N)nc21 | -3% | -2 | -4 | -3% | 86 | -20% | 2%
Oc1ccc(Cl)cc1CNc1nccs1 | 47%[activator] | 9 | 17 | -17% | ? | -28% | -1%
COc1cccc(-n2ccnc2SCC(=O)Nc2ccccc2)c1 | -14% | 8 | -1 | 2% | -31 | -10% | -18%
COC(=O)c1ccc(NC(=O)c2ccc(NC(=O)c3ccco3)cc2)cc1 | -7% | -2 | -14 | 3% | -18 | 43%[activator] | .
CCOC(=O)C1CCCN(C(=O)Cc2c(F)cccc2Cl)C1 (stereo not given) | 0% | 5 | -9 | 3% | -20 | 3% | -5%
COc1ccc(S(=O)(=O)N/N=C\c2ccc(OC)c(COc3ccc(C)cc3[N+](=O)[O-])c2)cc1 | 12% | -1 | -12 | ? | 13 | -47% | -2%
O=C(O)C1(S(=O)(=O)c2ccc(Cl)cc2)CCC1 | -14% | -5 | -15 | -4% | -8 | -3% | 10%

An excerpt from above in order of SMILES length, ascending.
SMILES | AMA1-RON2 inh | CHX counter | Shiga toxin inh | AmpC inh detg | HCMV inh | AmpC no deterg | Giardia FBPA inh
Oc1ccc(Cl)cc1CNc1nccs1 | 47%[activator] | 9 | 17 | -17% | ? | -28% | -1%
CC(C)(C)N=Cc1c(O)ccc2oc3c(c12)CCCC3 | 0% | -1 | -6 | -2% | 5 | -16% | 3%
COc1cccc(-n2ccnc2SCC(=O)Nc2ccccc2)c1 | -14% | 8 | -1 | 2% | -31 | -10% | -18%
CCOC(=O)C1CCCN(C(=O)Cc2c(F)cccc2Cl)C1 (stereo not given) | 0% | 5 | -9 | 3% | -20 | 3% | -5%
CCOC(=O)C1CCCN(CCC(=O)Nc2cccc(Cl)c2C)C1 (stereo not given) | -24% | -1 | -6 | -11% | 41 | -1% | ?
CN1Cc2ccccc2CC1CNCc1c(C(=O)N2CCCC2)nc2ccccn12 (stereo not given) | 9% | -2 | -7 | 10% | 2 | 138%[activator] | 2%
COC(=O)c1ccc(NC(=O)c2ccc(NC(=O)c3ccco3)cc2)cc1 | -7% | -2 | -14 | 3% | -18 | 43%[activator] | .
CCCNC(=O)c1cccc(S(=O)(=O)N2CC3(C)CC2CC(C)(C)C3)c1 (stereo not given) | 6% | . | . | ? | ? | 7% | .
COc1ccc(/C=C(/NC(=O)c2cccs2)C(=O)Nc2ccc(C)cc2)cc1OC | 4% | -4 | -11 | ? | -12 | 128%[activator] | 1%
O=C(NCCN1CCN(C(=O)C(c2ccccc2)c2ccccc2)CC1)C(=O)Nc1ccccc1 | -12% | 5 | -1 | 5% | 14 | 10% | 1%
CC(C)c1ccc(-n2c(O)c(/C=N/NC(=O)c3ccncc3)c(=O)[nH]c2=O)cc1 | 19% | -3 | -4 | 2% | 17 | -36% | -19%
COc1ccc(S(=O)(=O)N/N=C\c2ccc(OC)c(COc3ccc(C)cc3[N+](=O)[O-])c2)cc1 | 12% | -1 | -12 | ? | 13 | -47% | -2%

Compound activity: PubChem BioAssay, National Center for Advancing Translational Sciences (NCATS)
